MrgX1 antag: antagonists of human MrgX1 receptor; 310,000 compounds, 1.3% hits; MRGX1-HEK293 calcium flux, Fluo-4, BAM8-22 antagonism; stronger effect = lower value; B-score at 10 µM;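 active means calcium-response B-score plate-corrected more than 3 library SD below zero, starting fluorescence within 5 deviations, no agonist response on first addition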;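 further: peak minus trough fluorescence over baseline after final BAM8-22 challenge near maximal dose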
TRPC4 act: activators of mouse TRPC4 channel. 310,000 compounds, 0.49% hits. HEK293 TRPC4beta/mu-opioid, Fluo4 calcium fluorescence; stronger effect = higher value. B-score at 10 µM. Q9QUQ5;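 active means B-score above 5 SD of library B-scores, and initial fluorescence ratio not above library mean plus 5 SD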;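 further: positive B-score marks a calcium rise read as TRPC4 activation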
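System: HEK293 cells stably co-expressing mouse TRPC4beta and mu-opioid receptor; Schedule: Fluo4 dye loading 45 min at room temperature, 110 s recording; Detection: Fluo4 fluorescence, kinetic; Evaluation: B-scored integrated calcium fluorescence ratio; Controls: buffer (low) and maximal DAMGO (high).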
TRPC4 PAM: TRPC4 (mouse) allosteric potentiation | Q9QUQ5 | B-score at 10 µM | 310,000 compounds, 0.42% hits | HEK293 TRPC4beta/mu-opioid, DAMGO EC20, Fluo-4 Ca2+ flux; stronger effect = higher value;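 active means B-score of calcium response area above 5 SD of library B-scores, with initial fluorescence ratio within 5 SD of library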;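 further: B-score of integrated fluorescence ratio over time as area under calcium response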
KLF5 inhibitor: kruppel-like factor 5 inhibition. AID 1700. 290,000 compounds, 0.23% hits. DLD-1 KLF5 promoter-luciferase reporter, luminescence. inhibition, % at 5 µM;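 active means inhibition above a per-plate limit of that plate's mean compound inhibition plus 3 SD, cut at about 60% in these data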;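 further: 0% = DMSO wells and 100% = LY294002 at 200 µM; higher means less KLF5 promoter-driven luciferase light; inactives centre near -14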
IEC-6 cytotox: kills IEC-6 intestinal cells in KLF5 counter-screen; IEC-6 cytotoxicity, luminescence viability; AID 1825; inhibition, % at 5 µM; 290,000 compounds, 0.78% hits; in the data active means inhibition above about 22%;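 further: 0% = plate median of test compound wells and 100% = cytotoxic reference compound wells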
TRPC6 inh: mouse TRPC6 channel inhibition; HEK293-TRPC6, membrane potential dye, ACh-evoked depolarization; stronger effect = lower value; B-score at 10 µM; 310,000 compounds, 1.1% hits; Q61143;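 active means B-score under library mean minus 3 SD, initial fluorescence not abnormally high, positive integrated signal ratio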;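 further: B-score derived from integrated fluorescence ratio over the kinetic read; more negative B-score means stronger inhibition of depolarization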
Target sequence (Q61143 whole entry, looked up): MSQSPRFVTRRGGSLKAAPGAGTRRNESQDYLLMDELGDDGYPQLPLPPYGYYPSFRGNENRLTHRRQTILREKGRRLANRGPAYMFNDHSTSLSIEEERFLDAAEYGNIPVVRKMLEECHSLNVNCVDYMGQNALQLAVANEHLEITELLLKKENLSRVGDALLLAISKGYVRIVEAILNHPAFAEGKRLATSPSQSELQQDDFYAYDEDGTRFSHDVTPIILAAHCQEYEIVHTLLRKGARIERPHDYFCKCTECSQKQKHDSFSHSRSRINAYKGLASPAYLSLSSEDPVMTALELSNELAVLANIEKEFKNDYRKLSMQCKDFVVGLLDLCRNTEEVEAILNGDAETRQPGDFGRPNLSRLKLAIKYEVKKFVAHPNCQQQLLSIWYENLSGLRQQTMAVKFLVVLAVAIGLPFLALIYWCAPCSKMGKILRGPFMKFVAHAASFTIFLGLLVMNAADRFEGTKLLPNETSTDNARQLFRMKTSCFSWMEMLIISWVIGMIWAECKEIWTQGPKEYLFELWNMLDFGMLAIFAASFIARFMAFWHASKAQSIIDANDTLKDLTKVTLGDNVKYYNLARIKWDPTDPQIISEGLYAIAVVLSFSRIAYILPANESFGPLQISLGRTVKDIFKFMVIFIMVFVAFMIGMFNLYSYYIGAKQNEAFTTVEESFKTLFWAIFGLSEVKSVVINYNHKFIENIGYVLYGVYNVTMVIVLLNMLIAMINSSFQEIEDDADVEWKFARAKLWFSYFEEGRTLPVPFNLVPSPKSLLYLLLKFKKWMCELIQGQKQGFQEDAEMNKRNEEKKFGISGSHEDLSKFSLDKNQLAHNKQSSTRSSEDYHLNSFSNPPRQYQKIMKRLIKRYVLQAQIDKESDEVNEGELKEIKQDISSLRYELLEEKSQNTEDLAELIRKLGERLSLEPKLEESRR
TRPC4 inh: blocks the mouse TRPC4 cation channel. B-score at 10 µM. AID 2247. Q9QUQ5. HEK293 TRPC4beta/mu-opioid, DAMGO-evoked Fluo4 calcium flux; stronger effect = lower value. 300,000 compounds, 0.39% hits;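 active means B-score over 3 SD under the library average, no early fluorescence shift, positive overall ratio signal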
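System: stable TRPC4beta/mu-opioid receptor HEK293 cells; Dosing: single-point compound dosing; Measured by: Fluo4 Ca2+ flux fluorescence; Read-out basis: per-well B score of integrated baseline-normalized Fluo4 ratio.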
HIF act: HIF pathway transcriptional activation; U2OS HRE-luciferase reporter, luminescence; normalized: DMSO 0%, desferrioxamine 100%; activation, % at 7.5 µM (by protocol); 300,000 compounds, 0.32% hits; AID 1910;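 active means mean activation of at least 10% of the iron chelator positive control signal, with at least half of replicates also reaching 10%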
TRPC6 act: activators of mouse TRPC6 channel. Q61143. HEK293-TRPC6 membrane potential dye fluorescence; stronger effect = higher value. B-score at 10 µM. 310,000 compounds, 0.13% hits. AID 2550;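 active means B-score of the integrated fluorescence ratio above library mean plus 3 SD, and starting fluorescence ratio within library mean plus 5 SD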;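 further: higher score means more depolarization so channel activation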
SKKanGAS inh: SKKanGAS growth inhibition; S. pyogenes SKKanGAS, kanamycin growth, BacTiter-Glo, 6 h; inhibition, % at 7.5 µM; 300,000 compounds, 1.3% hits;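 active means mean replicate score, as percent of positive control median, at least 50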;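 further: strain carries kanamycin resistance gene driven by streptokinase promoter and grows in 40 µg/ml kanamycin; loss of luminescence reflects streptokinase promoter inhibition or plain growth inhibition; 0% = median of DMSO wells and 100% = positive control at its reference dose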
aSyn 5UTR inh: MLPCN primary screen, SNCA 5' untranslated region; alpha-synuclein 5'UTR reporter, inhibitor activity; inhibition, % (tested at 7.5 µM); 300,000 compounds, 0.82% hits; in the data active means inhibition above about 60%;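 further: H4 neuroglioblastoma cells stably carrying SNCA 5'UTR luciferase fusion; 0% = DMSO wells and 100% = positive control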
* hit, by the source's call; i = inactive; . = no result given.

SMILES	MrgX1 antag	TRPC4 act	TRPC4 PAM	KLF5 inhibitor	IEC-6 cytotox	TRPC6 inh	TRPC4 inh	HIF act	TRPC6 act	SKKanGAS inh	aSyn 5UTR inh
NC(=O)CC(NC(=O)Cc1ccc(Br)cc1)c1ccc(NC2CCN(Cc3ccccc3)CC2)c([N+](=O)[O-])c1 (stereo unspecified)	i	i	i	-9	7	i	i	-3.2	i	-1	19
Cc1cccc2c(C(=O)N3CCN(C(=O)c4ccco4)CC3)cc(-c3cccc(Br)c3)nc12	i	i	i	11	12	i	i	-0.3	i	19	22
O=C(Cn1cc2c(n1)CCCC2)NCCCN1CCN(c2ccccc2F)CC1	i	i	i	-7	-3	i	i	-0.1	i	0	12
CCn1cc(C(=O)N[C@H](C(=O)NCCCOC)C(C)C)c(=O)c2cc3c(cc21)OCO3	i	i	i	-22	4	i	i	-0.1	i	2	3
CC(=O)Nc1ccc(NC(=O)c2ccccc2N(C)S(=O)(=O)c2ccccc2)cc1	i	i	i	-42	-4	i	i	-1.9	i	-3	2
COc1ccc(Nc2cc3n(c(=O)n2)CCc2cc(OC)c(OC)cc2-3)c(C)c1	-6.3*	i	i	-7	6	i	i	1.1	i	4	80*
CC1=C(C)CC(C(=O)NCc2c(F)cccc2Cl)C(C(=O)O)C1 (stereo unspecified)	i	i	i	-10	9	i	i	0.0	i	1	-3
CCCSc1cc(Cl)nc(N)n1	i	i	i	-10	3	i	i	-0.1	i	-4	15
O=C(Nc1ccc2cn[nH]c2c1)c1ccccc1F	i	i	i	-142	-3	i	i	3.3	i	-4	-224
CN(CC(=O)N1CCN(c2cccc(Cl)c2)CC1)S(=O)(=O)c1cnc[nH]1	i	i	i	-4	1	i	i	-0.7	i	-13	-13
C=C1CCN([C@@H](Cc2ccccc2)C(=O)NCc2ccccc2)S(=O)(=O)c2ccccc21	i	i	i	.	.	i	i	0.1	i	-1	5
CCCCC(NS(=O)(=O)c1ccc(C)cc1)C(=O)Oc1ccc2c3c(c(=O)oc2c1)CCC3 (stereo unspecified)	i	i	i	-28	0	i	i	-0.9	i	9	6
O=C(c1cccc(S(=O)(=O)Nc2cccc(C(F)(F)F)c2)c1)N1CCCCC1	i	i	i	-23	-1	i	i	0.0	i	5	8
COc1ccc(NC(=O)CN(C)C(=O)c2ccc(N3CCCCC3)c([N+](=O)[O-])c2)cc1	i	i	i	.	.	i	i	3.2	i	18	19
COc1ccc(C)cc1S(=O)(=O)Nc1cccc(Cl)c1	i	i	i	2	-5	i	i	0.2	i	9	6
CNC(=O)c1ccccc1S(=O)c1ccccc1COC(C)=O (stereo unspecified)	i	i	i	-16	-10	i	i	0.0	i	1	-21
Cc1ccc(S(=O)(=O)N2CCN(S(=O)(=O)c3ccc(C)cc3)C2)cc1	i	i	i	-21	-8	i	i	-0.4	i	-7	19
Cc1cccn2c(=O)nc(SCC(=O)Nc3cccc4ccccc34)nc12	i	i	i	.	.	i	i	-12	i	-3	4
CC1Cc2cc(S(=O)(=O)N3CCC(C(N)=O)CC3)ccc2N1C(=O)C1CC1 (stereo unspecified)	i	i	i	5	5	i	i	0.2	i	48	-16
O=C(N/N=C/c1sc(=O)n(Cc2ccc(Br)cc2)c1Cl)c1ccco1	i	i	i	-35	2	i	i	-2.3	i	31	-32
CCC(O)C1CCN(Cc2cn(-c3ccc(OC)cc3)nc2-c2cccc(F)c2)CC1 (stereo unspecified)	i	i	i	-15	0	i	-8*	1.4	i	-3	-7
COc1ccc(/C=C2\SC(=O)N(CCn3cnnn3)C2=O)cc1	i	i	i	-18	4	i	i	0.7	i	-3	-53
COc1ccc(C/C(C)=N/NC(=O)C2COc3ccccc3O2)cc1 (stereo unspecified)	i	i	i	2	3	i	i	0.3	i	-1	15
Cc1ccc(CN(C)C(=O)C2CCC(=O)N(C3CCCCCC3)C2)cc1 (stereo unspecified)	i	i	i	9	10	i	i	-0.2	i	-4	-4
COC(=O)c1ccc(OCC(O)Cn2nnc3ccccc32)cc1 (stereo unspecified)	i	i	i	-19	5	i	i	1.9	i	3	-46

Some values from the results shown.
aSyn 5UTR inh with `O=C(N/N=C/c1sc(=O)n(Cc2ccc(Br)cc2)c1Cl)c1ccco1` stands at -32
SKKanGAS inh with `Cc1cccn2c(=O)nc(SCC(=O)Nc3cccc4ccccc34)nc12` stands at -3

Entries above containing an aryl thioether with sulfur outside any ring, in the order listed:
SMILES	MrgX1 antag	TRPC4 act	TRPC4 PAM	KLF5 inhibitor	IEC-6 cytotox	TRPC6 inh	TRPC4 inh	HIF act	TRPC6 act	SKKanGAS inh	aSyn 5UTR inh
CCCSc1cc(Cl)nc(N)n1	i	i	i	-10	3	i	i	-0.1	i	-4	15
Cc1cccn2c(=O)nc(SCC(=O)Nc3cccc4ccccc34)nc12	i	i	i	.	.	i	i	-12	i	-3	4

Structures listed above marked active in aSyn 5UTR inh.
SMILES,MrgX1 antag,TRPC4 act,TRPC4 PAM,KLF5 inhibitor,TRPC6 act,aSyn 5UTR inh
COc1ccc(Nc2cc3n(c(=O)n2)CCc2cc(OC)c(OC)cc2-3)c(C)c1,-6.3*,i,i,-7,i,80*

Going on with the list:
SMILES	MrgX1 antag	TRPC4 act	TRPC4 PAM	KLF5 inhibitor	IEC-6 cytotox	TRPC6 inh	TRPC4 inh	HIF act	TRPC6 act	SKKanGAS inh	aSyn 5UTR inh
C=CCn1nc2ccccc2c1OCCO	i	i	i	.	.	i	.	1.7	i	8	-11
O=C(Nc1ccc(C2=NCCN2)cc1)c1ccc(C(=O)Nc2ccc(C3=NCCN3)cc2)c(Cl)c1	i	i	i	-32	-6	i	i	0.5	16*	17	7
Cc1cc(=O)oc(C)c1C(=O)OCC(=O)c1ccc2ccccc2c1	i	i	i	-37	0	i	i	-2.3	i	1	29
COC(=O)CCC(=O)OC1(C)C(=O)C2=CN(C3CC3)C(c3ccc(OC)cc3)=CC2=C(Br)C1=O (stereo unspecified)	i	i	i	.	.	i	i	-0.9	i	8	-14
CCn1nc(C)c(CNC(=O)C2CCC(=O)N(CCc3ccc(OC)cc3)C2)c1C (stereo unspecified)	i	i	i	-2	-1	i	i	-0.4	i	-4	12
Nc1nn(S(=O)(=O)c2cccc3nsnc23)cc1-c1ccc(Br)cc1	i	i	i	2	11	i	i	0.2	i	-11	35
CC1(C2CC2)NC(=O)N(CC(=O)Nc2ccccc2-c2ccccc2)C1=O (stereo unspecified)	i	i	i	-4	1	i	i	-0.5	i	-8	-4
O=C(NCc1ccccn1)c1nc(Cn2cc([N+](=O)[O-])cn2)no1	i	i	i	-7	-11	i	i	-0.2	i	15	8
O=C(NC(Cc1ccccc1)C(=O)O)c1cccnc1Cl (stereo unspecified)	i	i	i	-32	-2	i	i	-0.7	i	3	22
CC1Cc2ccccc2N1Cc1nc2cc(Cl)ccc2c(=O)[nH]1 (stereo unspecified)	i	i	i	-23	2	i	i	-0.3	i	4	-8
COc1ccc(C(=O)C[n+]2cccc3cc(C)ccc32)cc1	i	i	i	-15	-3	i	i	-23	i	-5	6
O=c1[nH]c(C(Cl)(Cl)Cl)nc2ccc3ccccc3c12	i	i	i	-29	0	i	i	-0.4	i	7	12
O=C1CCCc2c1cc(C(=O)O)c(=O)n2-c1ccccc1	i	i	i	-21	1	i	i	-0.2	i	-4	-13
Cc1cc(Nc2n[nH]c(N)c2C#N)ccc1F	i	i	i	-48	2	i	i	0.2	i	1	-30
CCOc1ccc(S(=O)(=O)Nc2ccccc2C(=O)NCc2ccco2)cc1	i	i	i	-22	-1	i	i	-0.1	i	0	14
O=C(COC(=O)C1=COCCO1)NCCCc1ccccc1	i	i	i	-30	0	i	i	-0.3	i	-8	-10
COc1ccc(CNC(=O)CN(c2ccc(C)cc2)S(=O)(=O)c2c(C)noc2C)cc1	i	i	i	-14	14	i	i	0.4	i	1	4
COc1ccc(C(=O)NCc2ccc(C(=O)NCC(OC)OC)cc2)cc1OC	i	i	i	-2	-12	i	i	0.0	i	-3	-4
Cc1cc(-c2nn(-c3ccccc3F)cc2CN2CCN(c3ccccn3)CC2)c(C)s1	i	i	i	5	-6	i	i	-0.8	i	1	-7
CCc1ccc(NC(=O)C2CC(=O)Nc3ncnn32)cc1 (stereo unspecified)	i	i	i	-9	5	i	i	-0.4	i	-7	-28
CCC[C@@H](CN[C@@H](CNC)[C@H](C)CC)NCC1CCC(C(C)(C)C)CC1 (stereo partly specified)	i	i	i	-6	12	i	i	-0.8	i	1	40
CCN1C(=O)[C@H]2[C@@H](c3ccc(C)cc3)N3C(=O)N(c4ccc(OC)cc4)C(=O)[C@@]3(Cc3ccc(Cl)cc3)[C@H]2C1=O	i	i	i	-12	-3	i	i	0.0	i	6	1
CCCn1c(Nc2ccccc2C)nc2ccccc21	i	i	i	-4	-5	i	-5*	3.1	i	-4	0
